# High-throughput results (PubChem BioAssay)
# Platelet DG rel: platelet dense granule release activity. human platelet-rich plasma, SFLLRN dense granule ATP release, luminescence. inhibition, %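 (compounds screened at 7.5 µM in platelet-rich plasma)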. 0.22% of 300,000 active. AID 1663;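 active = mean replicate score, as percent of positive control, at or above 50; inconclusive = mean below 50 but at least one replicate at or above 50; inactive = mean and every replicate below 50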
# GSK3beta inhib: human GSK3beta kinase inhibition; activity score (negative = inhibition), % at 10 µM; GST-GSK3beta kinase, ADP-Glo luminescence, 60 min; stronger effect = lower value; 0.038% of 300,000 active; AID 2097; P49841;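 active = more than half of replicate wells score below -50%, meaning over 50% inhibition versus plate controls; inconclusive = some replicates but at most half score below -50%; inactive = no replicate scores below -50%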;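 also: 0% = median DMSO wells and -100% = median GW8510 positive control wells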
# Target sequence (P49841 whole entry, looked up): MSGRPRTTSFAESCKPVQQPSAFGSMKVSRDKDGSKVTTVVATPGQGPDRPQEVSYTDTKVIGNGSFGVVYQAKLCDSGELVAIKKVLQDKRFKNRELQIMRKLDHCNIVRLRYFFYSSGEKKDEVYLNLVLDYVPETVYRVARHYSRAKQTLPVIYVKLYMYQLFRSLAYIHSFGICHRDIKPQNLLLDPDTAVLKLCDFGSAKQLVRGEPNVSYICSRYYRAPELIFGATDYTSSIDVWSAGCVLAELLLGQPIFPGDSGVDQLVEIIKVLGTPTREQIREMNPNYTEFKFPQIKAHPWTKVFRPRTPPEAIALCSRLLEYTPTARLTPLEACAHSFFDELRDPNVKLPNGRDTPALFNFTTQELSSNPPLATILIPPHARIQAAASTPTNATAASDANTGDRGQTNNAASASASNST
#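 Test system: GST-fused GSK3beta enzyme, cell-free | Quantity: 1.6 ng GST-GSK3beta enzyme per well | Reagent: 25 µM ATP with peptide substrate | Schedule: 60 min enzyme reaction, room temperature | Signal: Luminescent ADP-Glo measurement of ADP formed | Read-out basis: Score relative to plate controls | Control set: DMSO and 20 µM GW8510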
# HDAC3 inhib: inhibitors of human histone deacetylase 3. O15379. recombinant HDAC3, fluorogenic peptide/trypsin coupled, fluorescence. inhibition, % at 8.3 µM. 0.15% of 320,000 active. AID 2718; in the data active = inhibition above about 26%, passing the limit was not always enough; inconclusive = no clear call, values can overlap the other calls
# Target sequence (O15379 whole entry, looked up): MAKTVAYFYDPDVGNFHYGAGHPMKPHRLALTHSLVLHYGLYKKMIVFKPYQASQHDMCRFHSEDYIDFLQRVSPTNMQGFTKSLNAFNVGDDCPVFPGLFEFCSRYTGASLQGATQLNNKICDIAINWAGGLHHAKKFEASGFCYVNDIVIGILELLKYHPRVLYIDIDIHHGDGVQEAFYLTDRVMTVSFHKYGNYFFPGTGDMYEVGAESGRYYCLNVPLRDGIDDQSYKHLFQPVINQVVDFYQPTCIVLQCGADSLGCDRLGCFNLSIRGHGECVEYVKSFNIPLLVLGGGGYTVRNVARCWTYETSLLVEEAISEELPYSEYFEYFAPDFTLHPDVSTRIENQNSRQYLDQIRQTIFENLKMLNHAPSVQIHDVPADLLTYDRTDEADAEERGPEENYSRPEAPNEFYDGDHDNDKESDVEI
# AI-2 QS modul: Vibrio harveyi AI-2 quorum sensing modulation | Vibrio harveyi JMH597 AI-2 luminescence/OD600 ratio, 9 h; stronger effect = lower value; strain lacks LuxN and CqsS sensors; 0 = neutral-control median | activity change, % at 7.5 µM | 0.4% of 300,000 active | AID 2094; in the data active = activity change below about -75%, passing the limit was not always enough; inconclusive = no clear call, values can overlap the other calls;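 also: luminescence divided by OD600 gain over 9 h not by final OD600 alone; inactives centre near 13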
# HSP90 refold inh: HSP90 refolding inhibition in rabbit reticulocyte lysate; AID 1789; inhibition, % at 5.6 µM; 0.91% of 290,000 active; luciferase refolding luminescence, 3 h;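 active = inhibition above the screen-wide mean plus 3 SD, computed separately per campaign, cut at about 16% in these data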;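 also: 0% = DMSO wells and 100% = 60 µM geldanamycin wells; inhibitors lower the luminescence because luciferase stays unfolded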
# PolyA inh: yeast polyadenylation inhibition; AID 1875; S. cerevisiae SKY197-pL101 polyadenylation reporter, beta-gal luminescence; efflux-impaired pdr1/pdr3 knockout yeast; score 100 = 6 SD above DMSO; 0.02% of 300,000 active; calls only at 12 µM;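 active = lowest replicate activity score at least 50, where 100 means six control SD above control mean; inconclusive = lowest score under 50 but half or more replicates reach 50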;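 also: yeast exposed to compound for 9 h at 30 °C; higher score means more reporter readthrough which indicates perturbed polyadenylation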
# DYRK1A inh: blocks rat Dyrk1A kinase activity; 0.43% of 310,000 active; ADP-Glo luminescence, NFATc1 peptide; inhibition, % at 12.5 µM; in the data active = inhibition above about 50%;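 also: plate controls were vehicle with enzyme for no effect and no enzyme for full effect; many of its hits are not listed in these tables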
# HSF1 activator: increases HSF-1 driven luciferase reporter signal. NIH3T3-HGL HSF-1 luciferase reporter, MG132, 8 h; 100% = twice DMSO control signal. activation, % at 9 µM. 1.7% of 300,000 active. AID 504408;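 active = mean replicate activation of at least 50% with a set share of replicates each reaching 50%; inconclusive = only one of those two conditions met; inactive = mean below 50% and too few replicates reaching it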;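 also: 0% = median of the neutral control wells and 100% = twice that signal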
# GSK3 alpha inh: blocks human GSK-3 alpha kinase; P49840; ADP-Glo luminescence, 60 min; inhibition, % at 10 µM; 0.1% of 320,000 active;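 in the data active = inhibition above about 50%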;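 also: GST-tagged GSK-3 alpha with peptide substrate and 25 µM ATP; 0% = DMSO neutral wells and 100% = GW8510 positive control wells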
# HSF1 inh: HSF1 inhibition; NIH3T3-HGL HSE-luciferase, MG132-induced, luminescence 8 h; stronger effect = lower value; 0.77% of 300,000 active; activity change, negative = inhibition, % at 7.5 µM (by protocol);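 active = more than half of replicate wells show activity change below -50%, luminescence cut by over half; inconclusive = some wells, but at most half, below -50%; inactive = no replicate well below -50%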;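 also: luciferase reports HSF-1 transcriptional activity via heat shock element; 0% = median of DMSO wells and -100% = zero luminescence signal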
# The depositor's hits bear a star; i = inactive; ? = inconclusive; nt = no result given.
SMILES,Platelet DG rel,GSK3beta inhib,HDAC3 inhib,AI-2 QS modul,HSP90 refold inh,PolyA inh,DYRK1A inh,HSF1 activator,GSK3 alpha inh,HSF1 inh
COc1cc(C(c2sc3nc(C)nn3c2O)N2CCOCC2)cc(OC)c1OC (centres undefined),67*,0,nt,28,2,i,-3,-3,0,-3
Cc1cc(N)n(-c2ccccc2C)n1,-8,-1,3,9,2,i,nt,31,-2,0
CN(C(=O)CSc1nc(O)cc(=O)n1-c1ccccc1F)c1ccccc1,-5,1,nt,9,4,i,3,16,1,1
O=C(Nc1ccc([N+](=O)[O-])cn1)c1cccnc1,-7,2,1,5,-5,i,1,6,2,-5
COc1ccccc1-c1cnnc(N/N=C/c2ccc(-c3cccc(Br)c3)o2)n1,-3,-1,1,39,-1,i,-2,-27,-1,-10
O=C(COc1cc(O)c2c(=O)cc(-c3ccccc3)oc2c1)c1ccccc1,-1,0,-3,6,0,i,-2,nt,0,nt
O=C(c1ccc(F)c(F)c1)N1CCC2(CC1)NCCc1[nH]cnc12,3,2,0,-2,4,i,nt,7,-2,-2
O=C(Cc1ccc(F)cc1)N1CCN(c2ccc([N+](=O)[O-])cc2)CC1,-2,-3,-3,9,-3,i,-2,-13,0,11
O=C1CCCC2=C1C(c1ccc(O)c(O)c1)c1c(ccc3ncccc13)N2 (centres undefined),-1,0,1,21,-4,i,1,11,9,0
CCN(C(=O)Cn1cnc2cc([N+](=O)[O-])ccc2c1=O)C1CCS(=O)(=O)C1 (centres undefined),17,1,1,1,1,i,-1,8,-1,-1
CCc1nc2sc3c(=O)[nH]cnc3c2c2c1CSC(C)(C)C2,-3,-1,0,19,-1,i,13,nt,16,nt
C=CCNC(=S)N1CCC(C(N)=O)CC1,-1,3,5,27,0,i,0,4,-1,0
Cc1nn(-c2ncc(C(F)(F)F)cc2Cl)c(=O)n1-c1ccccc1,3,0,4,11,2,i,3,-2,1,-3
C(=C\c1ccccc1)/CSc1nnc(-c2cnccn2)n1Cc1ccco1,15,0,2,22,4,i,1,12,-4,14
CC(CC(=O)NC(C)c1ccc2c(c1)OCCO2)c1ccccc1 (centres undefined),13,-1,2,34,-2,i,7,-3,0,8

# Some of the entries above, set out differently.
canonical_smiles | Platelet DG rel | GSK3beta inhib | HDAC3 inhib | AI-2 QS modul | HSP90 refold inh | PolyA inh | DYRK1A inh | HSF1 activator | GSK3 alpha inh | HSF1 inh
C(=C\c1ccccc1)/CSc1nnc(-c2cnccn2)n1Cc1ccco1 | 15 | 0 | 2 | 22 | 4 | i | 1 | 12 | -4 | 14
O=C(Nc1ccc([N+](=O)[O-])cn1)c1cccnc1 | -7 | 2 | 1 | 5 | -5 | i | 1 | 6 | 2 | -5
O=C1CCCC2=C1C(c1ccc(O)c(O)c1)c1c(ccc3ncccc13)N2 (centres undefined) | -1 | 0 | 1 | 21 | -4 | i | 1 | 11 | 9 | 0
Cc1cc(N)n(-c2ccccc2C)n1 | -8 | -1 | 3 | 9 | 2 | i | nt | 31 | -2 | 0

# Already shown: an excerpt of the list.
SMILES,Platelet DG rel,GSK3beta inhib,HDAC3 inhib,AI-2 QS modul,HSP90 refold inh,PolyA inh,DYRK1A inh,HSF1 activator,GSK3 alpha inh,HSF1 inh
COc1cc(C(c2sc3nc(C)nn3c2O)N2CCOCC2)cc(OC)c1OC (centres undefined),67*,0,nt,28,2,i,-3,-3,0,-3
Cc1cc(N)n(-c2ccccc2C)n1,-8,-1,3,9,2,i,nt,31,-2,0
CN(C(=O)CSc1nc(O)cc(=O)n1-c1ccccc1F)c1ccccc1,-5,1,nt,9,4,i,3,16,1,1
O=C(Nc1ccc([N+](=O)[O-])cn1)c1cccnc1,-7,2,1,5,-5,i,1,6,2,-5

# (listing goes on)
SMILES,Platelet DG rel,GSK3beta inhib,HDAC3 inhib,AI-2 QS modul,HSP90 refold inh,PolyA inh,DYRK1A inh,HSF1 activator,GSK3 alpha inh,HSF1 inh
O=C(NCC1CCCO1)c1nc(Cn2ccc([N+](=O)[O-])n2)no1 (centres undefined),-5,-6,-2,-1,2,i,-3,6,2,-3
Cc1ccc(N(C(C)C(=O)N2CCOCC2)S(C)(=O)=O)cc1C (centres undefined),-1,0,-11,-3,6,i,3,-6,-2,-1
CCC(=O)Nc1ccc2c(c1)nc(CCN1CCN(C)CC1)n2C,-4,3,-14,3,-1,i,-3,-2,0,-9
O=C(Cc1ccccc1)NC1CCN(C(=O)NCc2ccccc2)CC1,1,2,-5,36,0,i,3,4,-1,-3
Cc1nc(-c2ccccc2)nc2[nH]c(C(C)C)cc(=O)c12,2,0,6,27,0,i,-3,-6,-5,-3
COc1ccc(C(=O)C(OC(=O)c2ccc(C)c(NC(C)=O)c2)c2ccccc2)cc1 (centres undefined),-7,1,2,24,1,i,-1,-4,0,-1
Fc1ccc(N2CCN(C3=Nc4cccc5cccc3c45)CC2)cc1,6,2,5,33,9,i,-1,-8,3,-9
CCCCCCCCCCCCN1[C@@H](CC(=O)O)c2cc(C(F)(F)F)ccc2S1(=O)=O,4,4,11,-20,nt,i,9,-7,1,0
O=C(Nc1nnc(S(=O)(=O)N2CCOCC2)s1)c1ccc(F)cc1,0,2,-1,51,-2,i,4,8,0,-9
COCCNC(=O)C1Nc2ccc(C(F)(F)F)cc2C2C=CCC12 (centres undefined),0,-19,-1,10,nt,i,-2,-25,0,-5
Cc1sc2ncnc(SCC(=O)Nc3nc(-c4ccc(F)c(F)c4)cs3)c2c1C,3,1,0,6,0,i,-2,23,2,-6
Cc1c(CNC2CCCC(C)C2C)c(C(=O)O)c(C)n1Cc1ccccc1 (centres undefined),2,1,-9,29,1,i,4,-2,5,2
COc1cc(C(=O)OCC(=O)N(C)c2ccccc2)cc(OC)c1OC,6,0,-6,1,-2,i,2,3,-1,-5
O=C(Cn1nc(CNc2ccc(Br)cc2)[n+]2c1CCCCC2)c1ccc([N+](=O)[O-])cc1,5,-9,4,23,5,i,8,36,0,2
O=C(c1ccccc1)c1c(O)nc(-c2ccccc2)n(-c2ccccc2)c1=O,-12,-3,5,10,-2,i,-4,26,10,13
COC(=O)c1ccc(NC(=O)CSc2nnc(-c3ccncc3)n2N)cc1,-1,0,?,28,-4,i,5,17,-3,-5
CCN(C(=S)NC(=O)Cc1ccc(OC)cc1)c1ccccc1,14,0,-8,10,nt,i,-10,0,-2,2
COc1ccc(CN(Cc2ccc(C(=O)O)cc2)C(=S)Nc2cc(C)cc(C)c2)cc1OC,0,-2,-1,23,3,i,-1,0,0,-2
Cc1cc(-c2ccccc2)nc(-c2ccccc2)c1C,5,-2,3,-5,-3,i,5,14,1,-1
COc1ccc(/C=C2\SC(=S)N(NS(=O)(=O)c3ccccc3)C2=O)c(OC)c1,-3,-2,8,60,1,i,-4,-5,-7,-4
COc1ccc(N2CCN(C(=O)C3CCCN(S(=O)(=O)c4cccc5cccnc45)C3)CC2)cc1 (centres undefined),0,2,2,23,2,i,-3,9,-3,4
O=C(C1=C(O)C(=O)N(CCCn2ccnc2)C1c1ccc(F)cc1)c1ccco1 (centres undefined),-12,0,-1,24,1,i,-4,-22,-1,-4
Cc1cccc(NC(=S)NCC(c2cccnc2)N(C)C)c1 (centres undefined),1,0,5,15,2,i,-1,-32,0,-16
CCOC(=O)C1CCN(C(=O)CSc2cc(=O)n(C)c3ccccc23)CC1,-1,4,1,2,1,i,1,13,-3,5
Cc1c(Cl)cccc1NC(=S)NCCCN(C)C,5,-1,nt,8,2,i,-2,1,-3,-3
CCC(Oc1cccc(C)c1)C(=O)Nc1ccccc1C(=O)N1CCOCC1 (centres undefined),-2,-1,4,15,-5,i,-5,3,2,-1
Cc1cc(C)cc(SCc2noc(C(=O)NCc3ccccc3)c2C(=O)NCc2ccccc2)c1,2,3,0,10,nt,i,-1,-67,0,-60*
O=C(CC1C(=O)N(c2ccccc2)C(=S)N1c1ccccc1)c1ccccc1 (centres undefined),1,4,4,9,4,i,10,17,-1,12
Cc1ccc(S(=O)(=O)N/N=C2/CC(c3ccccc3)Oc3ccccc32)cc1 (centres undefined),-4,-4,3,3,-4,i,-6,11,-1,8
COc1ccc(CN(C(=O)c2cccs2)c2ccccc2C(=O)O)cc1,-3,1,-2,-3,2,i,3,0,-5,-1
COc1ccc(CNC(=O)CCS(=O)(=O)Cc2cccc(Cl)c2)c(OC)c1,-7,2,1,18,4,i,-3,-6,6,0
Cc1cccc(NC(=S)NC(C)C(c2cccs2)N2CCN(C)CC2)c1C (centres undefined),19,2,nt,0,-6,i,-6,-3,1,-6
Cc1ccnc2nc(C(=O)OCCOc3ccc(F)cc3)nn12,1,2,1,29,-9,i,nt,-3,0,-2
C=CCNC(=O)c1cccc(OC2CCN(CC(C)(C)C)CC2)c1,4,0,-8,1,4,i,1,10,nt,-2
CCOC(=O)c1ccccc1NC(=O)CSc1nc2ccccc2o1,6,7,1,6,-3,i,-4,19,-3,23
Cc1nnc(N(CCC#N)CCC#N)s1,5,-2,-3,14,0,i,-5,7,-1,2
COc1ccc2c(c1)CC/C(=C/c1ccncc1)C2=O,8,2,5,11,1,i,7,8,6,5
O=C(c1ccc2ncsc2c1)N1CCN(c2ccccc2Cl)CC1,-12,-3,3,-13,4,i,16,4,-1,3
CN(NS(=O)(=O)c1ccc(F)cc1)c1ncc(C(F)(F)F)cc1Cl,3,-1,0,5,-2,i,-3,16,-2,10
c1cn2c(NC3CCCC3)c(-c3ccc(N4CCOCC4)cc3)nc2cn1,-1,-5,3,20,nt,i,-1,-9,1,0
CN(C(=O)CSc1nnc(NCc2ccccc2)s1)C1CCS(=O)(=O)C1 (centres undefined),9,0,-5,15,-4,i,nt,-3,-4,-4
CC(=O)Nc1ccc(S(=O)(=O)CCC(=O)O)cc1,-19,-25,-3,-1,-2,i,0,9,2,-4
Cc1cc(C)cc(C(=O)NN2CCN(C)CC2)c1,-3,1,1,9,3,i,2,-13,0,-3
CC(NC(=O)c1ccccc1SCC(=O)N1CCCC1)c1ccccc1 (centres undefined),-1,1,4,14,nt,nt,-6,-6,0,3

# One compound at a time, as listed above:
# Shown for `CN(NS(=O)(=O)c1ccc(F)cc1)c1ncc(C(F)(F)F)cc1Cl` → Platelet DG rel = 3; GSK3beta inhib = -1; HDAC3 inhib = 0; AI-2 QS modul = 5; HSP90 refold inh = -2; PolyA inh = i; DYRK1A inh = -3; HSF1 activator = 16; GSK3 alpha inh = -2; HSF1 inh = 10
# Shown for `c1cn2c(NC3CCCC3)c(-c3ccc(N4CCOCC4)cc3)nc2cn1` → Platelet DG rel = -1; GSK3beta inhib = -5; HDAC3 inhib = 3; AI-2 QS modul = 20; HSP90 refold inh = nt; PolyA inh = i; DYRK1A inh = -1; HSF1 activator = -9; GSK3 alpha inh = 1; HSF1 inh = 0

# Not all compounds are listed; count on the stated rates, not on these rows.
